# RBX1-CUL1 inh: inhibitors of human ROC1-CUL1 ubiquitin ligase activity. P62877+Q13616. in vitro K48 di-Ub FRET, acceptor:donor ratio, 45 min. inhibition, % at 10 µM. 140,000 compounds, 0.6% hits. AID 1347404; in the data active means inhibition above about 25%
# Target sequence (P62877 whole entry, looked up): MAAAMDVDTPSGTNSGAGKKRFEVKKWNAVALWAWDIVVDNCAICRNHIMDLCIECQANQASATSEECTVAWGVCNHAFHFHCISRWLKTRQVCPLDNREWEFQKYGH
# Target sequence (Q13616 whole entry, looked up): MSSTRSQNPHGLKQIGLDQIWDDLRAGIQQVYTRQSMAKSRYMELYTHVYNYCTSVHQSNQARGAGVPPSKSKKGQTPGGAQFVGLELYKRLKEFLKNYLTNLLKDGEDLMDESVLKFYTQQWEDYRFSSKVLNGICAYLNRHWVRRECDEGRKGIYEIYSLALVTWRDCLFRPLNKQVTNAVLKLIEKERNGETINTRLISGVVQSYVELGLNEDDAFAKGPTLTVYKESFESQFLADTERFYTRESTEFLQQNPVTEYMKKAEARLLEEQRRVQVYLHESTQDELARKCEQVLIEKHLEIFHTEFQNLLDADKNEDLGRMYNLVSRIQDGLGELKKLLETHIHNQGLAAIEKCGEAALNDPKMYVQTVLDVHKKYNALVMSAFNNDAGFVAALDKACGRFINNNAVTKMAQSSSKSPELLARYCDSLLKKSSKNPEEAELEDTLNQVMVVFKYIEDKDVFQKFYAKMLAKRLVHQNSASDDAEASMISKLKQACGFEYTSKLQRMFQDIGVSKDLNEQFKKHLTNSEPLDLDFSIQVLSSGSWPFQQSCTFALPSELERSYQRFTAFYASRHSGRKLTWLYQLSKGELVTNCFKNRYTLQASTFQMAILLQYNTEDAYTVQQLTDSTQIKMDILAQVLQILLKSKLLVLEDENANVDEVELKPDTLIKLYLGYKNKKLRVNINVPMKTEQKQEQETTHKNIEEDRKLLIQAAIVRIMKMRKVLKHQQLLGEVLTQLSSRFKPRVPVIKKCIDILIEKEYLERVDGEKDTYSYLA
# Starred values were filed as active, the others as inactive. The list is partial (hit frequency here may not be typical).
SMILES,RBX1-CUL1 inh
O=C(C[n+]1ccncc1)c1ccccc1,-1
COc1ccc(Nc2cc(-c3ccccc3)nc(-c3ccc(Br)cc3)n2)cc1,-6
CCc1ccc(CNn2cnnc2SCc2ccc(F)cc2)cc1,4
Cc1cccc(-n2c3nc(=O)n(C)c(=O)c-3cc3c(C)nn(-c4ccccc4)c32)c1C,-4
Cc1ccc2c(=O)c(C(=O)c3ccc(F)cc3)cn(CC(=O)NCc3ccccc3Cl)c2n1,-3
CC(C)S(=O)(=O)c1ncc(CN2CCCN(C=O)CC2)n1Cc1ccccc1F,9
Cc1ccc(CN2C[C@@H]3C[C@@H](c4cccc5c4OCO5)N4CCC[C@@]34C2=O)o1,5
COC(=O)c1scc(Br)c1-c1c(Br)csc1C(=O)OC,9
CCOc1c(Br)cc(CNc2cc(Cl)ccc2C)cc1OC,8
O=C1NN(c2ccc(Cl)cc2)C(=O)/C1=C/c1ccc(-c2ccc([N+](=O)[O-])cc2)o1,2
COc1ccc(C)cc1Nc1nc2c(S(=O)(=O)c3cc(C)ccc3C)nnn2c2ccsc12,3
O=C(CSC1CCCCC1)OCC(=O)c1ccc(Br)cc1,2
COc1c(Cl)cc(C(=O)N(Cc2ccc(C)o2)C2CCS(=O)(=O)C2)cc1Cl (stereo unspecified),2
O=c1[nH]c2cc(F)c(F)cc2[nH]c1=O,-4
O=C1CCC(CCC(=O)N2CCC(c3ccccc3F)C2)(Cc2cccs2)N1 (stereo unspecified),8
O=C1NC(=O)N(c2ccccc2F)C(=O)/C1=C/c1ccc(OCc2cccc(C(=O)O)c2)cc1,7
CC(=O)Nc1ccc(-c2cn3cc(I)ccc3n2)cc1,4
Cc1ccccc1-c1nnc(CCCOc2ccc(Cl)cc2Cl)o1,-1
CCN(CC)c1nn2c(=O)c(C(=O)NCCc3ccccc3C)cnc2s1,-5
CCOC(=O)c1ccccc1NC(=O)COc1ccc(C)cc1C,5
CCNC(=O)c1cn(CCc2ccccc2)cc(C(=O)NCC2OCCc3ccccc32)c1=O (stereo unspecified),2
Cc1ccc(-c2nc3cc(Cl)ccc3o2)cc1NC(=O)c1ccc([N+](=O)[O-])c(C)c1,-4
CN1C(=O)C2CSCN2C1=S (stereo unspecified),-1
COc1ccc(/C=C/C(=O)N(Cc2ccncc2)Cc2cccc(OCCc3ccc(F)cc3)c2)cc1OC,5
Cc1ccccc1Cn1c(C)c(CNCCCc2ccccc2)c(C(=O)O)c1C,0
CN(Cc1ccccc1)C1(C(=O)NCCN2CCOC2=O)Cc2ccccc2C1,-12
COc1ccc(NC(=O)c2cc3c(=O)n(Cc4cccnc4)ccc3nc2C)cc1Cl,-12
O=C1OC(c2ccccc2)=NC1=C(Cl)Cl,-1
COc1ccc(Oc2ccc(C#N)c(C#N)c2)cc1,3
COC(=O)CSc1nnc(-c2cc(OC)c(OC)c(OC)c2)n1C,7

# A different layout for 2 compounds above:
smiles	RBX1-CUL1 inh
CCN(CC)c1nn2c(=O)c(C(=O)NCCc3ccccc3C)cnc2s1	-5
CCOC(=O)c1ccccc1NC(=O)COc1ccc(C)cc1C	5

# By substructure, the compounds so far containing a COOH group
SMILES,RBX1-CUL1 inh
O=C1NC(=O)N(c2ccccc2F)C(=O)/C1=C/c1ccc(OCc2cccc(C(=O)O)c2)cc1,7
Cc1ccccc1Cn1c(C)c(CNCCCc2ccccc2)c(C(=O)O)c1C,0

# Next part.
SMILES,RBX1-CUL1 inh
CC12CCC(C/C1=N/OC(=O)c1ccc(-c3ccccc3)cc1)C2(C)C (stereo unspecified),-12
CCOC(=O)c1sc(NC(=O)C23CC4CC(CC(C4)C2)C3)c(C(=O)OCC)c1C,-9
O=C(Cn1ncc2c3ccccc3n(Cc3ccccc3F)c2c1=O)N1CCCCC1,-13
COc1ccc(-c2cc(C(F)(F)F)nc(SCCC(=O)Nc3cc(C)ccc3O)n2)cc1,-6
C=CC[C@@]1(C)C(=O)CC[C@@]23COC[C@@H]2CCC[C@@H]31,-7
Cn1cc(C=Nc2nc3ccccc3s2)c2ccccc21,2
CC1(C)CCC(=O)N(c2ccccc2)C1=O,5
CN(C)S(=O)(=O)N1CCC(C(=O)Nc2cccc(C(F)(F)F)c2)CC1,14
COc1cc(C(=O)Nc2cc(C)ccc2OCc2cc(=O)n3c(C)csc3n2)cc(OC)c1OC,2
Cc1cc(C)cc(N2C(=O)NC(=O)/C(=C/c3ccc(-c4cccc(C(=O)O)c4)o3)C2=O)c1,85*
CCCCCCOc1ccc(C(NC(=O)OCC)NC(=O)OCC)cc1OC,-2
CCOC(=O)c1c(-c2ccc(Br)cc2)csc1NC(=O)c1ccc(C(C)(C)C)cc1,8
CCOc1ccc(NC(=O)COc2ccc(C(=O)NC3CCCCC3)cc2)cc1,0
Cc1ccccc1CNC(=O)c1cnc2sc(N3CCOCC3)nn2c1=O,5
O=C(Oc1ccc2c(=O)c(Oc3ccc4ccccc4c3)coc2c1)c1cncc(Br)c1,-5

# Arranged by number of heavy atoms (descending): part of the list above.
SMILES,RBX1-CUL1 inh
COc1cc(C(=O)Nc2cc(C)ccc2OCc2cc(=O)n3c(C)csc3n2)cc(OC)c1OC,2
COc1ccc(-c2cc(C(F)(F)F)nc(SCCC(=O)Nc3cc(C)ccc3O)n2)cc1,-6
COc1ccc(NC(=O)c2cc3c(=O)n(Cc4cccnc4)ccc3nc2C)cc1Cl,-12
CCOC(=O)c1c(-c2ccc(Br)cc2)csc1NC(=O)c1ccc(C(C)(C)C)cc1,8
CCOc1ccc(NC(=O)COc2ccc(C(=O)NC3CCCCC3)cc2)cc1,0
CCCCCCOc1ccc(C(NC(=O)OCC)NC(=O)OCC)cc1OC,-2
Cc1ccccc1CNC(=O)c1cnc2sc(N3CCOCC3)nn2c1=O,5
CC12CCC(C/C1=N/OC(=O)c1ccc(-c3ccccc3)cc1)C2(C)C (stereo unspecified),-12
CN(C)S(=O)(=O)N1CCC(C(=O)Nc2cccc(C(F)(F)F)c2)CC1,14
COC(=O)CSc1nnc(-c2cc(OC)c(OC)c(OC)c2)n1C,7
Cn1cc(C=Nc2nc3ccccc3s2)c2ccccc21,2
COc1ccc(Oc2ccc(C#N)c(C#N)c2)cc1,3
C=CC[C@@]1(C)C(=O)CC[C@@]23COC[C@@H]2CCC[C@@H]31,-7
CC1(C)CCC(=O)N(c2ccccc2)C1=O,5
O=C1OC(c2ccccc2)=NC1=C(Cl)Cl,-1

# (further entries)
SMILES,RBX1-CUL1 inh
O=C(COC(=O)c1ccc(F)cc1)c1ccc(C2CCCCC2)cc1,6
CCCOc1ccc(C(NC(=O)Cc2ccccc2)NC(=O)Cc2ccccc2)cc1OC,-2
O=C(OCc1ccc(F)cc1F)c1ccc(F)cc1,0
CCN1CCN(C(=O)NC(C(=O)NC2C(=O)N3C(C(=O)O)=C(CSc4nnnn4C)CSC23)c2ccc(O)cc2)C(=O)C1=O (stereo unspecified),1
CCCc1nn(C)c(C(=O)Nc2cccc(C)c2C)c1Cl,0
Cc1ccc(-c2nnc(CN3CCc4ccccc43)o2)cc1,15
O=c1[nH]c2ccccc2n1CCCSc1nc2cc(Cl)ccc2s1,-2
O=C(NC1CCCN(CCCc2ccccc2)C1)c1cc[n+]([O-])cc1 (stereo unspecified),8
CC(C)C(=O)Nc1ccc(C(=O)Nc2ccccc2C(F)(F)F)cc1,2
O=c1c2c3c(sc2ncn1/N=C/c1ccc(N2CCCC2)cc1)CCCC3,16
Fc1ccccc1Cn1c(-c2ccccc2)nc2ccccc21,-5
COC(=O)c1c(NC(=O)c2ccccc2F)sc2c1CCCCCC2,4
Cn1ccnc1CCOC(c1ccc(Cl)cc1)c1ccc(Cl)cc1,9
Cc1cc(C)n2cc(CSC(=N)N)nc2n1,7
O=C(c1cnn2c(C(F)(F)F)cc(-c3ccc4c(c3)OCO4)nc12)N(Cc1ccccc1)Cc1ccccc1,-10
COc1ccc(NC(=O)CCN2CCN(CCO)CC2)c(OC)c1,15
O=C(Nc1ccccc1Oc1ccccc1)C(F)(F)F,2
Cn1c(=O)oc2cc(S(=O)(=O)N3CCC(C(=O)N4CCN(c5ccccc5F)CC4)CC3)ccc21,-6
CCCOc1ccc(C2C(C(=O)c3ccc(F)cc3)C(=O)C(=O)N2c2nccs2)cc1OCC (stereo unspecified),-1
Cc1cnc(CN(C)C(=O)CCCn2nnnc2CN2CCc3ccccc3C2)[nH]1,4
COc1ccc(Cl)cc1S(=O)(=O)N1CCOc2c(cc(-c3cnc4ccccc4c3)cc2OC)C1,-9
O=C(NCc1ccco1)N1CCc2onc(-c3ccc4c(c3)OCO4)c2C1,7
CCc1nc(CN2CCC(CCC(=O)NCC3CCCO3)CC2)c(C)[nH]1 (stereo unspecified),5
CCCC(=Nc1ccccc1O)C1C(=O)CC(CC(C)SCC)CC1=O (stereo unspecified),2
O=C(CSc1nc2ccccc2nc1Cc1ccccc1)N1CCc2ccccc21,14
C=CCn1c(SCC(=O)N=C2C(=O)N(c3ccccc3)N(C)C2C)nc2scc(-c3ccccc3)c2c1=O (stereo unspecified),3
O=C(c1ccccc1)N1CCN(S(=O)(=O)c2ccc(Cl)s2)CC1,9
Cc1ccnc(NC(NC(=O)Cc2ccccc2)(C(F)(F)F)C(F)(F)F)c1,4
CC1SC2(NC1=O)C1CC3CC(C1)CC2C3 (stereo unspecified),12
CC(=O)c1ccc(N2CCN(C(=O)Nc3ccc(C)cc3)CC2)cc1,0
C=CCn1c(SCC(=O)Nc2c(F)cc(F)cc2Br)nnc1-c1ccc(OC)cc1,7
Cc1c(CC(=O)NCC2CC2)c2c(n1Cc1ccc(F)cc1)CCCC2=O,-4
CCOc1ccc(NCCCCO)cc1,-1
Cc1ccccc1CN1CCCn2c1nc1ccccc1c2=O,-10
COc1ccccc1OCCCCn1c(C2CC(=O)N(c3ccccc3Cl)C2)nc2ccccc21 (stereo unspecified),-8
COc1cccc(-c2nc(SCC(=O)Nc3ccc4c(c3)OCCO4)c(-c3ccccc3)[nH]2)c1,1
Cc1ccc(C)c(C(Nc2ccccn2)c2ccc3cccnc3c2O)c1 (stereo unspecified),4
Cc1ccc(-c2nc3ccc(C)cc3c(C(=O)OCC(=O)C(C)(C)C)c2C)cc1,10
COc1ccc(F)cc1S(=O)(=O)N1CCCCC1,3
Cc1cccc(C(=O)Nc2ccc(S(=O)(=O)N(Cc3ccccc3)c3ccccc3)cc2)c1,1
COC(=O)c1sc2cccc(F)c2c1S(=O)(=O)Nc1cc(OC)cc(OC)c1,1
COCCNC(=O)CN1C(=O)c2cccnc2Sc2ccccc21,2
CCOc1cc2c(cc1/C=C1/SC(=Nc3cc(Cl)ccc3C)NC1=O)OCO2,-9
CC(=O)N1c2ccccc2CC1C(=O)N1CCN(c2cccc(C)c2C)CC1 (stereo unspecified),4
Cc1ccc(-c2nc3sccn3c2Nc2ccc(C)c(C)c2)cc1,-6
O=C1N=C(N2CCOCC2)S/C1=C/c1ccc(-c2ccc(Cl)c(Cl)c2)o1,-5
c1ccc(COCn2cnc3c4sccc4ncc32)cc1,14
COc1cccc(C(=O)NCCc2csc3nc(-c4ccccc4F)nn23)c1OC,-4
CCN1CCN(CC(O)COc2cccc(CN3CCC(OC)CC3)c2)CC1 (stereo unspecified),6
Cc1nn(C)cc1CN(C)Cc1c(C(=O)N(C)Cc2ccccc2)nc2ccccn12,0
COc1ccc(C2c3c(oc4ccc(Cl)cc4c3=O)C(=O)N2CCCN(C)C)cc1OC (stereo unspecified),-4
CCCc1c(C)nc(Nc2nc(C)c3cccc(C)c3n2)[nH]c1=O,9
Cn1cc(/C=C/C(=O)N2CCN(c3cnn(C)c(=O)c3)CC2)cn1,10
COc1cc(CNc2ccc(N3CCCC3)cc2)ccc1OCc1ccccc1,-14
CC1CC1C(=O)N1CCN(S(=O)(=O)c2ccccc2)CC1 (stereo unspecified),2
COC(=O)c1ccccc1-c1cc(C)cc2c1OC(CNC(=O)Cn1cncn1)C2 (stereo unspecified),6
Cc1c(CC(=O)N2CCCCO2)c2c(n1C(C)C)CC(C)(C)CC2=O,-5
COc1cc(/C=C\C(=O)O)cc(S(=O)(=O)N2CCCCCC2)c1OC,-3
CCc1cccc(NC(=O)c2ccc(Cl)cc2Cl)c1,-26
COC(=O)c1cnc2c(cnn2-c2ccccc2)c1N1CCOCC1,1

# New compounds follow.
SMILES,RBX1-CUL1 inh
CCOc1cc(-c2nc(-c3ccc(-c4ccc(C)cc4)nc3OC)no2)cc(OCC)c1OCC,-13
Cc1ccc(S(=O)(=O)CC(=O)Nc2nc3c(C)cccc3s2)cc1,2
O=C(CSCCO)Nc1ccc(Cl)c(Br)c1,-3
O=C(NCCCn1cccn1)c1ccccc1OC1CCN(C(=O)c2cccnc2)CC1,1
COc1ccc(-n2nc(-c3ccc(C)cc3)c3cnc4cc(F)c(F)cc4c32)cc1,-9
NC1=NC(=O)/C(=C/c2cn(Cc3cccc4ccccc34)c3ccccc23)S1,-5
Cc1ccc2cc(C3c4c(ccc5ccccc45)OC(=N)C3C#N)c(Cl)nc2c1 (stereo unspecified),9
CC12CCC(C(=O)Nc3ccccc3Br)(C(Br)C1=O)C2(C)C (stereo unspecified),-2
COc1ccc(CCN2CCCC(CN(C)C(=O)CSC)C2)cc1 (stereo unspecified),-5
CCc1cccc(NC(=O)c2sc3nc4c(cc3c2N)CC(CC)CC4)c1 (stereo unspecified),-22
CCCCNc1ccncc1S(=O)(=O)NC(=O)NC(C)C,2
Cc1cccc(C)c1OCc1nnc(SCC(=O)Nc2ccccc2F)n1C,7
O=C(NC(Nc1nccs1)C(Cl)(Cl)Cl)c1ccccc1 (stereo unspecified),7
COc1ccnc(Oc2ccccc2)n1,-6
O=C(OCc1ccc(Cl)cc1)c1cc(=O)[nH]c2ccccc12,-2
CCC(C)c1ccc(S(=O)(=O)N2CCN(C(C)=O)CC2)cc1 (stereo unspecified),-6
CCC(C)NC(=O)c1ccc(OCC(C)C)cc1 (stereo unspecified),3
Cc1cc2c(cc1C)CSC(c1cc(Cl)cc(Cl)c1O)SC2,-13
Cc1nc2cc(-c3ccccc3)nn2c(C)c1CCC(=O)NCc1cccc(Cl)c1,0
COC(=O)c1cc(-c2cccs2)c(C(=O)OC)cc1-c1cccs1,2
Cn1ccc2cc(S(=O)(=O)N3CCN(C(=O)Nc4ccc(F)cc4F)CC3)ccc21,-7
